# Source: PubChem (Southern Research Institute)
# GST TR-FRET counter = GST-antibody interaction or FRET quenching – biochemical, TR-FRET, artefact control for Vif-APOBEC3G degradation inhibitor project, dose response (AID 1117362); TR-FRET counter screen, biotin-GST/anti-GST signal; inhibition, % at the top dose, mostly 100 µM; hits show IC50 in µM; 3,600 compounds, 2.8% hits;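 active means inhibition above 30% at one or more concentrations, seen consistently on every test date; inconclusive means results that disagree between repeat test dates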;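 further: biotinylated GST protein used in place of GST-Vif 1-94 and biotin-A3G peptide; detects fluorescence quenchers or blockers of GST binding to anti-GST antibody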
# * = called active by the depositor; ? = inconclusive. These rows are one share of the data; count on the stated rates, not on these rows.
mol | GST TR-FRET counter
Cc1cc(C)cc(N(CCC#N)C(=O)CSc2nc3nc(C)cc(C)n3n2)c1 | 1.0%
COc1cc(C(=O)Nc2cccc(-c3nc4ncccc4o3)c2C)cc(OC)c1OC | 2.0%
COc1cc(-c2ccc(Nc3ccccc3C(=O)O)c(OC)c2)ccc1Nc1ccccc1C(=O)O | 16%
Cc1nc(NC(=O)CN2CCOCC2)sc1-c1ccccc1 | 0.0%
CC(C)(C)C(=O)OCc1nc(-c2ccc(O)c(O)c2)cs1 | 2.4%
COc1ccc(NC(=S)NCCc2ccccc2OC)c(OC)c1 | -8.2%
CCOC(=O)c1ccc(NS(=O)(=O)c2ccc3oc(=O)[nH]c3c2)cc1 | 1.9%
CC(C)Cn1nc(NC(=O)C(C)(C)C)c2cc3ccccc3nc21 | 0.1%
O=C(Cc1ncn[nH]1)NCCc1ccccc1 | 2.7%
Cc1nc(C)c(C(=O)Nc2nc3c(C)cccc3s2)o1 | 0.8%
COc1cc2c(cc1OC)C(=O)C(Br)CC2 (configuration not stated) | 30%
Cc1ccc(NC(=S)NNc2ncc(C(F)(F)F)cc2Cl)cc1 | -27%

# New compounds follow
mol | GST TR-FRET counter
COC(=O)c1cnn2c(C)c(Cc3cccc(F)c3)c(C)nc12 | 1.6%
CCOC(=O)c1c(-c2cccs2)csc1NC(=O)CC(C)C | 0.0%
CCOc1cccc(=O)c2c(C)n(Cc3ccco3)c(C)c12 | 10%
COc1ccccc1NS(=O)(=O)c1cc(C(=O)NCCN2CCOCC2)ccc1Cl | -1.5%
O=S(=O)(c1ccc(OCc2nc3ccccc3s2)c(Cl)c1)N1CCOCC1 | -2.2%
Cc1nnc(SCC(=O)N2CCN(c3ccccc3)CC2)n1C1CC1 | 7.2%
O=C(NCc1ccco1)c1sc2cccc(F)c2c1Cl | -30%
NC(=O)c1c(NC(=O)c2ccc(S(=O)(=O)N3CCOCC3)cc2)sc2c1CCCCC2 | -2.6%
CC(NC(=O)Nc1ccc(O)cc1)(C(F)(F)F)C(F)(F)F | -2.9%
Cc1cccc(C)c1NC(=O)c1ccc(-n2cnnn2)cc1 | -3.1%
Nc1ccc(Sc2cc(Cl)nc(N)n2)cc1 | -0.1%
O=C(O)CC(C(=O)O)N1C(=O)/C(=C/c2ccc(-c3nc4ccccc4s3)o2)SC1=S (configuration not stated) | -7.1%

# The results go on.
mol | GST TR-FRET counter
COC(=O)/C(=N/Nc1ccccc1C)N1CCCc2ccccc21 | 1.9µM*
Cc1ccc(N2C(=O)/C(=C\c3ccco3)SC2=S)cc1 | -2.2%
CCC1CCC2(CC1)NC(=O)N(CC(=O)Nc1ccc(OC)c(Cl)c1)C2=O (configuration not stated) | 4.2%
CCOC(=O)c1c(NC(=O)C(C)N2CCN(C(=O)c3ccco3)CC2)sc2c1CCCC2 (configuration not stated) | 10%
CCOC(=O)N1CCN(S(=O)(=O)c2ccc3c(c2)C(C)C(=O)N3)CC1 (configuration not stated) | 1.1%
O=C1N(c2ccccc2)C2CS(=O)(=O)CC2N1c1ccc(Cl)c(Cl)c1 (configuration not stated) | 3.9%
CCOC(=O)c1ccc(-n2ncc(C(=O)OCC)c2N)cc1 | -4.7%
CN(C)C=NC(=O)/C(C#N)=C1\CCc2ccccc2N1 | 5.5%
Cc1ccc(C(=O)N2CCN(c3ccccc3)CC2)cc1C | 5.2%
CC(=O)c1sc(NC(=O)C2CCN(C(=O)c3ccccc3C)CC2)nc1-c1ccccc1 | 3.8%
COCCNC(C)C(=O)C12CC3CC(CC(C3)C1)C2 (configuration not stated) | 2.1%
O=C(O)c1ccc(-n2cccc2/C=C2/NC(=O)N(c3cccc(Cl)c3)C2=O)cc1 | -5.7%

# The listing continues.
mol | GST TR-FRET counter
Cc1c(C(=O)NCc2cccnc2)oc2ccccc12 | -2.4%
COc1nc(N(c2ccccc2)c2ccccc2)nc(-n2ccnc2)n1 | 1.1%
COCCn1c(SCC(=O)N2CCC(C)CC2)nc2ccccc2c1=O | 4.7%
CN1CCN(c2nc(-c3cccnc3)nc3ccccc23)CC1 | 3.1%
O=C(CC1NC(=O)NC1=O)Nc1cccc2ccccc12 (configuration not stated) | 4.0%
Cc1snc(S(=O)(=O)Cc2ccccc2Cl)c1C#N | 1.8%
COc1cccc(OC)c1OCCCc1c(C)n[nH]c1C | 1.4%
O=C(O)c1cc2cccc(S(=O)(=O)N3CCOCC3)c2cc1O | -8.0%
COCCn1c(SCC(=O)Nc2cccc(C)n2)nnc1-c1ccco1 | 8.5%
CNc1ccc(Br)cc(C(=O)/C=C/c2ccc3c(c2)OCO3)c1=O | 2.9%
CCc1c(C)sc(NC(=O)OC)c1C(=O)N1CCCCC1 | 4.5%
COC(=O)CN1C(=O)C(O)=C(C(C)=O)C1c1ccc([N+](=O)[O-])cc1 (configuration not stated) | 4.2%

# Gathered by group: the entries above containing an NH in an aromatic ring.
mol | GST TR-FRET counter
CCOC(=O)c1ccc(NS(=O)(=O)c2ccc3oc(=O)[nH]c3c2)cc1 | 1.9%
O=C(Cc1ncn[nH]1)NCCc1ccccc1 | 2.7%
COc1cccc(OC)c1OCCCc1c(C)n[nH]c1C | 1.4%

# Other compounds
mol | GST TR-FRET counter
Cc1onc(-c2ccccc2)c1C(=O)NCC1COc2ccccc2O1 (configuration not stated) | -1.1%
COc1ccc2nc(-c3ccco3)c(-c3ccco3)nc2c1 | 17%
C[C@@H]1CN([C@@H](C)CO)C(=O)c2cc(NC(=O)Nc3ccccc3)ccc2O[C@@H](C)CCCCO[C@H]1CN(C)C(=O)Nc1ccc(C(F)(F)F)cc1 | -0.4%
CC(=O)n1nc(-c2ccc(Cl)cc2)nc1NCc1ccco1 | 0.2%
COc1cccc(=O)c2c(C)n(-c3ccc(C(=O)O)cc3)c(C)c12 | -2.6%
CN(C)C(CNC(=O)c1cccnc1Sc1ccccc1)c1ccco1 (configuration not stated) | -1.5%
Cc1cc(C(C)c2ccccc2)c(O)c(CN2CCOCC2)c1C (configuration not stated) | 3.5%
CC(C)(C)NC(=O)COC(=O)c1cc(S(=O)(=O)N2CCCCC2)ccc1N1CCOCC1 | 4.7%
COCCNC(=S)c1ccc(OC)cc1 | -5.3%
O=C1CC(NCc2ccco2)C(=O)N1CCc1ccccc1 (configuration not stated) | 6.2%
O=C(NCc1ccccn1)c1ccc2nc(-c3ccco3)c(-c3ccco3)nc2c1 | ?
Cc1nn(Cc2ccc(Cl)cc2)c(C)c1NC(=O)c1cc(-c2ccc3c(c2)OCO3)on1 | 0.0%

# The results go on:
SMILES | GST TR-FRET counter
COc1ccc(OC)c(/C(O)=C/C(=O)C(=O)Nc2cc(C)ccc2OC)c1 | 1.2%
COc1ccc(S(=O)(=O)N(C)Cc2cccs2)cc1Br | -0.5%
COc1ccc(C(=O)OCC(=O)c2c(N)n(C)c(=O)n(C)c2=O)cc1OC | 0.5%
CCNc1ccc(Br)cc(C(=O)/C=C/c2ccc3c(c2)OCO3)c1=O | -2.1%
O=C1NC(=S)S/C1=C\c1ccc(SCc2ccco2)o1 | 9.6%
NCCOc1ccccc1Cc1ccccc1 | -0.7%
Cc1c(F)cccc1NC(=O)CCCCCC1NC(=O)NC1C (configuration not stated) | 30µM*
CCc1nnc(NC(=O)c2ccc(S(=O)(=O)N(CC(C)C)CC(C)C)cc2)o1 | -2.1%
CCOC(=O)Cn1nc(-c2ccccc2)c2cnc3ccc(C)cc3c21 | 8.2%
COC1=C(N)C(=O)c2nc(C)ccc2C1=O | -16%
Cc1ccccc1N1CCN(Cc2c[nH]c3ccccc23)CC1 | 3.5%
CCOc1ccc(-c2nnn(CC(=O)c3ccc4c(c3)OCCO4)n2)cc1OCC | -2.9%
CC(C)OC(=O)/C(=C\C=C\c1ccccc1)NC(=O)c1ccccc1 | -1.7%
Cc1c(NC(=O)COC(=O)c2ccccc2Cl)c(=O)n(-c2ccccc2)n1C | 2.7%
Cc1ccc(S(=O)(=O)NCCCOC(=O)Nc2ccncc2)cc1 | 1.7%
CCOC(=O)CSc1nnc(CNC(=O)c2ccccc2OC)n1-c1ccc(OC)cc1 | -4.0%
O=C(NCCCN1CCOCC1)C1(c2ccccc2)CCCC1 | -1.3%
Cc1ccc(CN2C(=O)CCC2C(=O)N2CCN(c3ccc(F)cc3)CC2)cc1 (configuration not stated) | 13%
Cc1cc(C(=O)CCl)c(C)n1-c1c(C)n(C)n(-c2ccccc2)c1=O | 3.6%
CN1CCN(S(=O)(=O)c2ccc(NC(=O)Nc3cccc(Cl)c3)cc2)CC1 | 10%
Cc1ccc(C(=O)N2c3ccc(F)cc3CCC2C)o1 (configuration not stated) | 0.4%
O=C(COC(=O)Cc1ccc(Cl)cc1)NCc1ccco1 | -2.4%
CC(C)OC(=O)c1cccc(C(=O)O)n1 | 0.7%
COc1ccccc1-c1c(C)[nH]n2c(=O)c(Cc3ccccc3)c(C)nc12 | 2.5%
Cc1nn(CC(=O)NCc2ccccc2Cl)c(C)c1[N+](=O)[O-] | 4.3%
O=C(NNC(=O)c1ccccc1F)c1cccc(-n2cccc2)c1 | 0.9%
Cc1cc(NC(=O)CSc2nnc(-c3ccoc3C)n2N)no1 | 13%
O=S(=O)(NCC1CCCO1)c1cc(Br)c(Br)s1 (configuration not stated) | -0.1%
O=C1c2ccccc2C(=O)N1/N=C/c1ccc(O)c(O)c1O | -2.3%
O=C(Nc1ccc2nc(-c3ccco3)c(-c3ccco3)nc2c1)N1CCCCCC1 | 26%

# 3 entries from above, with each value named.
Compound: O=C(COC(=O)Cc1ccc(Cl)cc1)NCc1ccco1
  GST TR-FRET counter = -2.4%
Compound: CC(C)OC(=O)c1cccc(C(=O)O)n1
  GST TR-FRET counter = 0.7%
Compound: COc1ccccc1-c1c(C)[nH]n2c(=O)c(Cc3ccccc3)c(C)nc12
  GST TR-FRET counter = 2.5%

# Next results
SMILES | GST TR-FRET counter
COc1ccc(OC)c(S(=O)(=O)N2CCN(C)CC2)c1 | 13%
O=C(O)c1cccc(-n2cccc2/C=C/[N+](=O)[O-])c1 | -4.8%
N#CC(C(=O)NCc1ccco1)c1nc2ccccc2nc1N1CCOCC1 (configuration not stated) | -6.8%
Nc1ccc(-c2nc3cc(N)ccc3n2CCO)cc1 | >100µM*
COc1ccccc1OCCOc1ccccc1/C=N/n1cnnc1 | 6.3%
CCCCCn1c(CN2CCN(c3cc(Cl)ccc3C)CC2)nc2c1c(=O)[nH]c(=O)n2C | -2.9%
COc1ccc(S(=O)(=O)N2CCN(C(=O)c3cc4c(s3)CCC4)CC2)cc1 | 3.7%
Cc1cc(C)n2nc(C(=O)OCC(=O)N(C)CC(=O)Nc3ccc(F)cc3)nc2n1 | 5.5%
O=C(NC(=S)N1CCCc2ccccc21)c1ccccc1 | 91µM*
CC(C)(C)NC(=O)C1N(c2cccnc2)C(=O)C2C(C(=O)Nc3ccccc3F)C3(C)C=CC21O3 (configuration not stated) | -1.8%
CCOC(=O)CN(C(=O)CSc1nnc(COc2ccc(OC)cc2)n1CC)c1ccccc1 | 3.0%
CC(=C/C(=O)O)/C=C/c1ccc(Cl)o1 | -1.9%
COC(=O)C1CCN(C(=O)NC(C)(C)C)CC1 | -3.9%
Oc1ccc(N=Cc2sc3ccccc3c2Cl)cc1 | 7.2%
Cc1cccc(C)c1NC(=O)CCS(=O)(=O)c1cccc2nsnc12 | -24%
O=S(=O)(/C=C/c1ccccc1)N1CCN(c2ccc(F)cc2)CC1 | 1.5%
O=C(/C=C/c1ccccc1)NC(NC(=S)Nc1cc(Cl)ccc1Cl)C(Cl)(Cl)Cl (configuration not stated) | 7.6%
N#Cc1cn(CCOc2ccccc2F)c2ccccc12 | 1.0%
CNC[C@H](O)c1ccc(O)c(O)c1 | -6.2%
COc1ccc(C(=O)N/N=C/c2cccnc2)cc1 | 2.0%
OC(CN1CCCCC1)CN1CCCCC1 | 3.1%
COC(=O)c1ccc(=O)c2nc3/c(=C/O)c(O)cc(=O)c3[nH]c12 | 2.1%
CC(C)n1c(CCC(=O)O)ccc1-c1ccccc1 | 10.0%
C/C(=C\C(=O)c1ccc(C)cc1)Nc1cccc(O)c1 | 4.0%
CC(c1nnc(SCn2nnc3ccccc3c2=O)n1-c1ccc(Cl)cc1)N(C)C (configuration not stated) | 8.4%
CCCCOc1cccc(C(=O)NC(=S)Nc2ccc(Cl)c(C(=O)O)c2)c1 | 8.9%
CCc1ccc(S(=O)(=O)/N=C2\C=CC(=O)c3ccccc32)cc1 | -0.4%
c1ccc(Nc2ccccn2)cc1 | -1.4%
COc1cccc(C2CC(c3ccccc3OC)n3nc(N)nc3N2)c1 (configuration not stated) | -0.9%
Cc1ccc(S(=O)(=O)N(C)c2ccccc2C(=O)N2CCCC2)cc1 | -2.4%

# The final two records of the section above are carried over, then new ones follow:
SMILES | GST TR-FRET counter
COc1cccc(C2CC(c3ccccc3OC)n3nc(N)nc3N2)c1 (configuration not stated) | -0.9%
Cc1ccc(S(=O)(=O)N(C)c2ccccc2C(=O)N2CCCC2)cc1 | -2.4%
COCCOC(=O)CC1=NC(=O)CS1 | -2.0%
COc1cc(NC(=O)c2cc3nc(-c4ccccc4)cc(-c4ccccc4)n3n2)cc(OC)c1OC | 5.8%
O=[N+]([O-])c1ccc(O)c2ncccc12 | -6.7%
COc1ccc(Br)c(C(=O)NC(C)(C)CO)c1 | -2.6%
COc1ccc(-c2cc(C(=O)N(C)CC(=O)Nc3ccccc3Br)c3ccccc3n2)cc1OC | -5.3%
N#Cc1nc(COc2ccc(Cl)cc2Cl)oc1N1CCOCC1 | 10%
Cc1c(NS(=O)(=O)c2cccc(C(=O)NCc3ccncc3)c2)c(=O)n(-c2ccccc2)n1C | 1.9%
Cc1ccc(C2(C(F)(F)F)NC(=O)N3CCN=C3S2)cc1 (configuration not stated) | -0.4%
O=C1c2ccccc2C(Nc2ccc(F)c(Cl)c2)N1c1ccccn1 (configuration not stated) | 1.3%
CC(=O)Nc1nonc1NC(=O)CSC1=NCCS1 | 2.6%
CCOC(=O)CNc1ccc2c(c1)OCO2 | 9.7%
COc1ccc2c(c1)n([O-])c1c([n+]2=O)CCC1 | 16%
